SENP1 FRET inh: blocks the human SENP1 SUMO protease catalytic domain; Q9P0U3; recombinant SENP1 catalytic domain, CyPet-SUMO1-YPet FRET cleavage; inhibition, % at 10 µM; 0.21% of 360,000 active; AID 624204;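 active = inhibition at least 30% at 10 µM, raw YFP signal under a set limit, fluorescence ratio 0.5 to 1.5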;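 also: 0% = enzyme with DMSO and 100% = no enzyme wells; some results filed as inactive read as strong as hits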
Target sequence (Q9P0U3 419-644 limits assumed): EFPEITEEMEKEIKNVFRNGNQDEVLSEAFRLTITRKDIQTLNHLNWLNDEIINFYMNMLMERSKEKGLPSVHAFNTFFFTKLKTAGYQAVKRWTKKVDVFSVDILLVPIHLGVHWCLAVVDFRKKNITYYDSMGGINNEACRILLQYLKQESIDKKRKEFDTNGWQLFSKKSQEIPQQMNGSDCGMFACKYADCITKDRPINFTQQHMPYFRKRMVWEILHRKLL
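system = hSENP1 catalytic domain, recombinant | reagent = SFCypet-SUMO1-SFYpet substrate at 25 nM | doses = one dose per compound, 10 µM, 0.5% DMSO | incubation = enzyme reaction for 50 min at room temperature, dark | measured by = FRET, CFP and YFP emission | controls = no-enzyme low, enzyme-DMSO high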
hIAP activ: increases human intestinal alkaline phosphatase activity; P09923; purified human IAP, CDP-Star luminescence, 30 min; active compounds read high; 1 = vehicle-only enzyme, 0 = enzyme-free background; activation factor at 10 µM; 0.16% of 330,000 active; AID 2524;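 active = activation factor of the enzyme at least 2-fold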; also: the source names both 10 and 20 µM as test concentration; values of inactives mirror those of a sister screen read the other way
PfGluPho inh: PfG6PD (Plasmodium falciparum) enzyme inhibition; PfGluPho enzyme, NADPH resazurin-diaphorase fluorescence; inhibition, % at 20 µM; 0.78% of 350,000 active; AID 504690;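 active = inhibition reaching at least a set limit at 20 µM in the primary screen, cut at about 59% in these data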;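 also: 0% = DMSO wells with substrate and 100% = DMSO wells lacking glucose-6-phosphate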
MPTP block: permeability transition pore inhibition; 1.4% of 360,000 active; AID 602449; inhibition, % at 10 µM; isolated mouse mitochondria, Ca2+ swelling absorbance, 30 min;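 active = inhibition of 50% or more, scaled per plate between neutral and stimulator controls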;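 also: 0% = DMSO wells given calcium and 100% = 1 mM EGTA wells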
ATG4B inhibitor: inhibitors of human ATG4B cysteine protease | Q9Y4P1 | ATG4B cleavage of LC3-PLA2, NBD-HPC fluorescence, 1 h | inhibition, % at 8.33 µM | 0.51% of 340,000 active | AID 504462; in the data active = inhibition above about 40%
Target sequence (Q9Y4P1 whole entry, looked up): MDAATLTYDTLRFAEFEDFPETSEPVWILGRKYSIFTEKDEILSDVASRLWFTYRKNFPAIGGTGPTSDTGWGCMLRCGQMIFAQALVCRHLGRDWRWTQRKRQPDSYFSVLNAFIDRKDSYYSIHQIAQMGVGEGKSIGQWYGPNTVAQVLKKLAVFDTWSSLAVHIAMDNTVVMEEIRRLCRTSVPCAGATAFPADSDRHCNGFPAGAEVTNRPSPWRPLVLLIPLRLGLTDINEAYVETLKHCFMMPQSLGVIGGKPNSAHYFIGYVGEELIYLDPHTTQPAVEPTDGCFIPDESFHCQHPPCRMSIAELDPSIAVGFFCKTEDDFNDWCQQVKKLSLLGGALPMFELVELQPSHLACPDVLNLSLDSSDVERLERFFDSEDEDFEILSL
GRIN3A LBD mod: modulates the human NR3A ligand-binding domain; NR3A LBD differential scanning fluorimetry, Tm shift; 0% = protein alone, 100% = glycine-bound protein; Tm shift relative to glycine control, % at 25 µM; 2.5% of 340,000 active; AID 1259313;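 active = melting temperature shift of at least 10% of the positive control shift, at one fixed dose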
SENP8 inh: inhibitors of human SENP8 protease; recombinant SENP8, Nedd8 substrate fluorescence; inhibition, % at 20 µM; 0.64% of 360,000 active; in the data active = inhibition mostly above about 40%, no sharp cut-off; inactive = mostly below about 27%
Target sequence (Q96LD8 whole entry, looked up): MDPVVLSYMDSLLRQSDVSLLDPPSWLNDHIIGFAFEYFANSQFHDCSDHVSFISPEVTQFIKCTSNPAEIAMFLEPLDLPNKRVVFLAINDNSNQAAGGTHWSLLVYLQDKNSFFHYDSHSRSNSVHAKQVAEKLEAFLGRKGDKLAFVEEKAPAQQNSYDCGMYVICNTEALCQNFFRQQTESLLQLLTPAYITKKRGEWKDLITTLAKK
SENP6 inh: inhibitors of human SENP6 protease; Recombinant SENP6 catalytic domain, aminoluciferin luminescence; inhibition, % at 10 µM; Q9GZR1; 1.8% of 330,000 active;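 active = inhibition above about 50% at the single tested dose, limit read from the data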;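 also: plate controls were DMSO wells with enzyme for no effect and DMSO wells lacking enzyme for full effect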
Numbers without * were called inactive; · = not tested or not shown.

Sequence of screens – SENP1 FRET inh | hIAP activ | PfGluPho inh | MPTP block | ATG4B inhibitor | GRIN3A LBD mod | SENP8 inh | SENP6 inh
CCCc1[nH]c(=O)c(C#N)c2c1COC(C)(C)C2
 : 1 | 1.1 | -8 | 0.5 | 0 | -5 | -191 | -6
COc1ccc(N2CCN(CCCNC(=O)C3CCC(CNc4nc(=S)[nH]c5ccccc45)CC3)CC2)cc1 (configuration not stated)
 : 0 | 1 | 9 | 1.7 | 2 | -2 | 17 | 3
CCOC(=O)c1c(-c2ccc(F)cc2)csc1NC(=O)CCN1CCOCC1
 : 1 | 0.99 | 0 | -0.4 | -1 | 0 | 18 | 5
CC(=O)N1C(=O)NC(c2ccccc2)=C([N+](=O)[O-])C1c1ccccc1 (configuration not stated)
 : -11 | 0.95 | -16 | 0.1 | -2 | 1 | -19 | -9
COc1ccc(C(=O)CCc2nc3ccccc3s2)cc1
 : 7 | 0.93 | 16 | 0.6 | 9 | -1 | 8 | -11
CCOc1ccccc1N(CC(=O)Nc1ccc(OC)cc1OC)S(=O)(=O)c1ccccc1
 : 0 | 1.4 | 12 | 0.4 | 6 | 1 | 22 | -44
O=C(CSc1nc2ccccc2s1)Nc1ccc(C(=O)O)cc1
 : 1 | 1 | -20 | 0.7 | -5 | -3 | 9 | -2
C=CCn1c(SCC(=O)c2[nH]c(C)c(C(=O)OC)c2C)nc2scc(-c3ccc(OC)c(OC)c3)c2c1=O
 : -9 | · | -8 | -2.1 | 10 | -1 | -2 | ·
CN(C)C(=O)CSc1n[nH]c(-c2ccco2)n1
 : 2 | 1 | 4 | 0.6 | -7 | -1 | 6 | 0
CSc1ccccc1NC(=O)C1CCN(S(C)(=O)=O)CC1
 : 2 | 0.95 | -20 | -2.0 | 0 | 1 | 19 | -1
O=C(COc1ccc(Cl)cc1)NCCS(=O)(=O)N1CCN(c2ccccc2F)CC1
 : 1 | 1.1 | 7 | 0.6 | -2 | 4 | 8 | -4
CCn1c(=O)cc(OCC(=O)Nc2ccccc2N2CCN(C)CC2)c2ccccc21
 : 2 | 0.92 | 8 | 0.8 | -6 | -3 | 2 | -8
COc1ccc(C(=S)N2CCOCC2)cc1OC(=O)c1cc([N+](=O)[O-])c(C)c([N+](=O)[O-])c1
 : -1 | 0.97 | 11 | -2.4 | -3 | 2 | 19 | -1
O=C(Nc1cccc(Cl)c1)OCc1cncs1
 : 3 | 0.74 | 15 | 4.6 | -3 | -1 | 15 | -3
N#CC(C#N)=Cc1c(N2CCN(c3ccccc3)CC2)nc2ccccn2c1=O
 : -72 | 0.89 | 12 | 1.5 | 1 | -2 | -52 | 21

An excerpt of these results, with values ahead of the structure:
SENP1 FRET inh	hIAP activ	PfGluPho inh	MPTP block	ATG4B inhibitor	GRIN3A LBD mod	SENP8 inh	SENP6 inh	SMILES
-1	0.97	11	-2.4	-3	2	19	-1	COc1ccc(C(=S)N2CCOCC2)cc1OC(=O)c1cc([N+](=O)[O-])c(C)c([N+](=O)[O-])c1
3	0.74	15	4.6	-3	-1	15	-3	O=C(Nc1cccc(Cl)c1)OCc1cncs1
-72	0.89	12	1.5	1	-2	-52	21	N#CC(C#N)=Cc1c(N2CCN(c3ccccc3)CC2)nc2ccccn2c1=O

The listing continues.
Sequence of screens – SENP1 FRET inh | hIAP activ | PfGluPho inh | MPTP block | ATG4B inhibitor | GRIN3A LBD mod | SENP8 inh | SENP6 inh
CCn1c2ccccc2c2cc(NC(=O)CC(C)=O)ccc21
 : 2 | 0.98 | 6 | 6.5 | -9 | 5 | -30 | -21
O=C(NC(=S)NCCO)c1cn(-c2ccccc2)nc1-c1ccccc1
 : 1 | 1.1 | -3 | -1.3 | -3 | 0 | 8 | -17
O=C1SCCC1NC(=O)C(c1ccccc1)c1ccccc1 (configuration not stated)
 : 0 | 1.2 | 1 | 1.3 | -1 | 1 | 9 | -14
Cc1cccc(C)c1NC(=O)/C(=C/c1ccco1)c1ccccc1
 : -25 | 0.83 | -9 | 0.0 | 6 | 0 | -47 | 1
COc1ccc2[nH]c3c(c2c1)CCN1C(=O)N([C@@H](C)C(=O)NCc2ccc(C)cc2)C(=O)[C@]31C
 : -4 | 0.97 | 7 | 0.7 | -26 | -1 | 22 | 6
CC(C)(C)NC(=O)CSc1nc2ccccc2n1-c1ccccc1
 : -1 | 1 | 12 | -2.3 | 3 | -4 | 5 | 10
COc1cccc2sc3cc(NCc4ccc5c(c4)OCO5)ccc3c(=O)c12
 : -63 | 0.87 | 10 | -0.7 | -9 | -3 | -487 | 11
CCCCCCn1c(SCCCC)nc2c1c(=O)[nH]c(=O)n2C
 : 3 | 1.2 | -10 | 3.7 | -1 | -4 | 12 | -24
Nc1ccc2ccccc2c1C(=O)c1ccccc1
 : 5 | · | 16 | -1.2 | -5 | -3 | 15 | ·
O=C(COC(=O)c1ccc(Cl)nc1)NC(=O)c1ccc(OC(F)F)cc1
 : 3 | 0.95 | 11 | -1.0 | 2 | -1 | 0 | 2
Cc1ccccc1NC(=S)NCc1ccc2[nH]c3c(c2c1)CCCC3
 : -58 | 0.84 | 25 | 0.8 | 15 | 3 | -8 | -8
COCCn1c(=O)[nH]c2cc(C(=O)N3CCN(c4ccc(Cl)cc4)CC3)ccc2c1=O
 : 3 | 0.95 | -11 | -1.2 | -9 | -1 | 2 | -6
Cc1ccc(-c2cn3c(=S)[nH]nc3s2)cc1
 : 2 | 0.84 | 65* | 0.4 | 4 | -5 | 17 | 5
Cc1ccc(NC(=O)CN2C(=O)c3ccccc3C2=O)cc1
 : 1 | 1.2 | -5 | -0.2 | -13 | 1 | 6 | 8
O=C(COC(=O)c1ccccc1-c1ccccc1[N+](=O)[O-])c1ccccc1
 : 2 | 0.9 | -7 | 2.4 | 1 | 1 | 10 | 2
Cc1cc(C)c(S(=O)(=O)Nc2ccnc(-c3cccnc3)n2)c(C)c1
 : -2 | 0.95 | 22 | -0.1 | -11 | 0 | -4 | -6
Cc1cc(NS(=O)(=O)c2ccc(NC(=O)CCCOc3cccc(C)c3C)cc2)no1
 : 2 | 0.87 | 0 | -0.8 | -4 | -2 | 2 | 9
CCOc1ccc(C(=O)OCC(=O)N2CCOCC2)cc1OCC
 : -2 | 0.97 | -12 | 0.0 | -11 | -3 | 8 | -6
COc1ccccc1N1CCN(C2CCCN(C(=O)CCC(C)=O)C2)CC1 (configuration not stated)
 : 2 | 0.92 | 13 | -0.3 | -2 | -2 | 9 | 3
CCN1C(=O)[C@@H]2[C@@H](c3ccc(-c4ccccc4)cc3)N3CCC[C@@]3(C(=O)OC)[C@@H]2C1=O
 : 0 | 0.92 | 6 | -0.3 | 3 | 2 | 7 | -9
COc1ccc(CCNC(=O)COC(=O)c2ncc(Cl)c(Cl)c2Cl)cc1OC
 : 0 | 1 | 4 | -1.3 | -18 | -1 | 10 | 11
CCOc1ncccc1C(=O)OCC(=O)Nc1cc(S(=O)(=O)N2CCCCC2)ccc1Cl
 : 1 | · | 4 | -0.9 | -13 | 0 | 11 | ·
CCCC1(C(=O)OC)NC(c2ccc(OC)cc2OC)C2C(=O)N(c3cccc(C(C)=O)c3)C(=O)C21 (configuration not stated)
 : -1 | 0.78 | -2 | 0.1 | -4 | -1 | 8 | 3
CCOC(=O)N1CCN(c2nc(-c3cccs3)cc(C(F)(F)F)n2)CC1
 : -2 | 0.99 | 13 | 0.1 | -3 | 2 | -122 | -2
Cc1cc(C)c(NC(=O)NC(=O)c2cccc(F)c2)c(C)n1
 : -1 | 1 | -9 | 0.7 | -4 | 0 | 19 | -7
Cc1ccc(C(=O)N/N=c2\sc3ccccc3n2C)cc1
 : 3 | 1.1 | 13 | 1.8 | -7 | 0 | 20 | -20
O=C(Nc1ccccc1)C1=C[C@@H](c2ccc3c(c2)OCO3)C[C@@H](OCCCCO)O1
 : -1 | 0.95 | 10 | -0.8 | -7 | -2 | -34 | -11
Cc1cccc(C)c1OCC(=O)NCc1nnc(SCC(=O)NC2CCCCC2C)n1C (configuration not stated)
 : 0 | 0.89 | 2 | -2.2 | -6 | 0 | 11 | -12
N[C@@H](Cc1ccccc1)C(=O)N1CCOCC1
 : 1 | 0.97 | -1 | 1.6 | -9 | 0 | 4 | 0
COc1cccc(OC)c1C(=O)Nc1cccc2c1CCCC2
 : 1 | 1.2 | 12 | -0.9 | -4 | 2 | 18 | -6
CCOC(=O)c1cccc(NC(=O)C(NS(=O)(=O)c2ccc3c(c2)CCN3C(C)=O)C(C)C)c1 (configuration not stated)
 : 0 | 1 | -5 | -0.8 | -12 | -1 | 18 | -3
COc1ccc2[nH]c3ccccc3c2c1
 : 1 | 0.91 | 15 | -0.4 | -12 | -1 | -307 | -11
COC(=O)C1CCN(C(=O)CCC2CCCCC2)CC1
 : 1 | 0.83 | 7 | -1.2 | -2 | 2 | 18 | 0
COc1cccc(C(C(=O)NCC2CCCO2)N(C(=O)Cn2nnc3ccccc32)c2ccccc2C(C)=O)c1OC (configuration not stated)
 : 2 | 1.1 | 2 | -2.1 | -14 | 1 | 1 | -14
NC(=O)c1ccc(NS(=O)(=O)c2ccc3ccccc3c2)cc1
 : 2 | 1 | -30 | 0.5 | -1 | 12* | 12 | -3
Cc1ccc(-c2cc(C(=O)N3CCN(C(=O)c4ccco4)CC3)no2)cc1
 : -1 | 0.9 | 3 | -0.4 | -10 | 0 | 16 | 1
Cc1ccc2[nH]c(CNC(=O)c3ccccc3F)cc2c1
 : -12 | 0.89 | 13 | 1.5 | 4 | 0 | -94 | 11
COc1ccc(CNc2nc(-c3cccnc3)nn2C(C)=O)cc1
 : 4 | 1.1 | -13 | -2.5 | 2 | 0 | 16 | 1
CC1CCN(C2CCN(S(=O)(=O)c3ccc(F)cc3)CC2)CC1
 : 0 | 1 | -5 | -0.2 | -2 | 4 | 10 | -11
CC1CCN(C(=O)Cn2c(=O)n(CCc3ccccc3)c(=O)c3ccccc32)CC1
 : 1 | 0.93 | -1 | 1.2 | 10 | -1 | 17 | -2
CN(C)NC1=CC(=[N+]2CCCC2)CC(C)(C)C1
 : 2 | 0.82 | -3 | -0.1 | -4 | -1 | 12 | -3
COc1ccc(N(C)C(=O)CCS(=O)(=O)c2cccc3nonc23)cc1
 : 0 | 0.94 | 12 | -0.5 | -3 | 0 | 12 | -11
COc1ccc(-c2nnc(SCc3cccc(C#N)c3)o2)cc1
 : 1 | 1.9 | -1 | 0.7 | -3 | 3 | 18 | -3
CCC(=O)NC(=S)Nc1ccc(NC(=O)c2ccc([N+](=O)[O-])cc2)cc1
 : 0 | 0.91 | -14 | 0.6 | 31 | 4 | 19 | -11
COc1ccc(-c2cc3ccc(OCC(C)=O)cc3oc2=O)cc1OC
 : -82 | 0.94 | 10 | -2.0 | -10 | 7 | -317 | 12
O=C(CSc1ncnc2scc(-c3ccccc3)c12)Nc1ccc(C(=O)O)cc1
 : 0 | 1 | -30 | 1.8 | -2 | -1 | 18 | -8
CCN(CC)S(=O)(=O)c1cc(C(=O)Oc2cccc(-c3cnc4ccccc4n3)c2)ccc1OC
 : 2 | 1 | 24 | 1.3 | -15 | 2 | 4 | 0
O=[N+]([O-])c1ccc(O)c(C2=NNC(c3ccccc3F)C2)c1 (configuration not stated)
 : 10 | 1.1 | -3 | 89* | 4 | 7 | 22 | -16
O=C(Nc1ccc(Cl)c(Cl)c1)Nc1ccon1
 : 1 | 1.1 | 12 | 69* | 3 | 28* | 2 | 28
O=C(NC(=Nc1nc2ccccc2o1)NC(=O)c1ccccc1)c1ccccc1
 : -1 | 1 | -8 | 2.1 | 6 | -1 | -351 | -2
CN(C)/C=N/S(=O)(=O)c1cccn1-c1ncc(C(F)(F)F)cc1Cl
 : -1 | 1.1 | 6 | 1.2 | 1 | 4 | 2 | -10
CC(NCc1ccc(-c2ccccc2)cc1)C(O)c1ccccc1 (configuration not stated)
 : -1 | 1.1 | 8 | 4.7 | 21 | -3 | 20 | -29

Screening data from PubChem.
